PfGluPho inh – PfG6PD enzyme inhibitors, primary screen, biochemical, fluorescence intensity, uHTS | glucose-6-phosphate dehydrogenase-6-phosphogluconolactonase (Plasmodium falciparum 3D7) | 350,000 tested, 0.78% active | inhibition, % at 20 µM | PfGluPho enzyme, NADPH resazurin-diaphorase fluorescence;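 active = inhibition reaching at least a set limit at 20 µM in the primary screen, cut at about 59% in these data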;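 note: 0% = DMSO wells with substrate and 100% = DMSO wells lacking glucose-6-phosphate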
mIAP block – inhibitors of mouse IAP, primary screen, biochemical, luminescence, uHTS; purified mouse IAP, CDP-Star luminescence, 30 min; inhibition, % at 10 µM; 330,000 tested, 0.2% active;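 active = inhibition of at least 40% at 10 µM in the primary screen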;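 note: plate controls were DMSO with enzyme for no effect and no enzyme wells for full effect; values of inactives mirror those of a sister screen read the other way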
ATG4B inh – ATG4B protease inhibitors, primary screen, biochemical, fluorescence, uHTS | Cysteine protease ATG4B (Homo sapiens), Q9Y4P1 | 340,000 tested, 0.51% active | inhibition, % at 8.33 µM | ATG4B cleavage of LC3-PLA2, NBD-HPC fluorescence, 1 h | AID 504462, 2011; in the data active = inhibition above about 40%
Target sequence (Q9Y4P1 whole entry, looked up): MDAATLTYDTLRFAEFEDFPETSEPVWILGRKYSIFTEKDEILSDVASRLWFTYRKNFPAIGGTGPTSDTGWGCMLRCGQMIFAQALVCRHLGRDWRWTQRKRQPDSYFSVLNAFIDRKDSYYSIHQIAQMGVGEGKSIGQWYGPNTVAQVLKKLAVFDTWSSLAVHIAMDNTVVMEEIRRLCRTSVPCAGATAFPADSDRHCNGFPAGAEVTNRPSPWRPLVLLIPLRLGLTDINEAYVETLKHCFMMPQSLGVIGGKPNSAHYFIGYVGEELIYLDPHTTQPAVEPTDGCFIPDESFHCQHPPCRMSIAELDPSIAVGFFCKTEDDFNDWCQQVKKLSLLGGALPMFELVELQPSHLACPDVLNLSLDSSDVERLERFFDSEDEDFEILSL
mIAP act – activators of mouse IAP, primary screen, biochemical, luminescence, uHTS; muIAP, CDP-Star luminescence, 30 min; stronger effect = higher value; 1 = vehicle-only enzyme signal, 0 = enzyme-free wells; activation factor at 10 µM; 330,000 tested, 0.24% active;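 active = activation factor of at least 2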; note: the source names both 10 and 20 µM as test concentration; values of inactives mirror those of a sister screen read the other way
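System: mouse IAP enzyme. Reagent: CDP-Star chemiluminescent phosphatase substrate. Benchmarks: DMSO wells, no-enzyme wells. Times: 30 min enzyme-substrate-compound incubation at room temperature. Detection: luminescence from enzymatic CDP-Star hydrolysis. Doses: test compounds delivered from DMSO solution.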
hIAP block – human IAP inhibitors, primary screen, biochemical, luminescence, uHTS | Intestinal-type alkaline phosphatase (Homo sapiens), P09923 | purified IAP, CDP-Star luminescence, 30 min | inhibition, % at 10 µM | 330,000 tested, 0.12% active | AID 2544, 2010;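 active = inhibition reaching a set limit with compound at 10 µM in the primary screen, cut at about 35% in these data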;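 note: plate controls were DMSO wells with enzyme for no effect and no-enzyme buffer wells for full effect; values of inactives mirror those of a sister screen read the other way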
Target sequence (P09923 whole entry, looked up): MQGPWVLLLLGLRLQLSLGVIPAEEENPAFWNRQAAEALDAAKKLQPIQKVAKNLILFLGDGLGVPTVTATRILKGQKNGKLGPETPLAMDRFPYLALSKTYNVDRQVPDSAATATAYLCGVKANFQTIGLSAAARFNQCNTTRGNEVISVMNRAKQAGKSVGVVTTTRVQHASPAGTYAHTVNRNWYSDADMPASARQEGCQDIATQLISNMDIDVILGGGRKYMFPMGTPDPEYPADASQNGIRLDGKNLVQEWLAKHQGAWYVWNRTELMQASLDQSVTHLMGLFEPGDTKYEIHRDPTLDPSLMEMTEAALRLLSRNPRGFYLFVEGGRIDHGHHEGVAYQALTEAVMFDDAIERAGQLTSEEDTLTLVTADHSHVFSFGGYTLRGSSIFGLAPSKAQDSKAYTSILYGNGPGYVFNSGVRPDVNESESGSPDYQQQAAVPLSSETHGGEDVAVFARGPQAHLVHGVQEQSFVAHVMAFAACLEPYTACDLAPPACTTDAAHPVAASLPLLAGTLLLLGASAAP
hIAP act – human IAP activators, primary screen, biochemical, luminescence, uHTS; Intestinal-type alkaline phosphatase (Homo sapiens), P09923; purified human IAP, CDP-Star luminescence, 30 min; stronger effect = higher value; 1 = vehicle-only enzyme, 0 = enzyme-free background; activation factor at 10 µM; 330,000 tested, 0.16% active; AID 2524, 2010;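 active = activation factor of the enzyme at least 2-fold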; note: the source names both 10 and 20 µM as test concentration; values of inactives mirror those of a sister screen read the other way
A3A deaminase – APOBEC3A ssDNA deaminase inhibitors, primary screen, selectivity assay for APOBEC3G inhibitor project, biochemical, FAM/TAMRA oligo cleavage fluorescence | DNA dC->dU-editing enzyme APOBEC-3A (Homo sapiens), P31941 | recombinant A3A, FAM/TAMRA ssDNA deamination fluorescence | inhibition, % at 20 µM | 330,000 tested, 0.41% active;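 active = at least 40% inhibition at 20 µM here, with at most 30% in a related deaminase screen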;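 note: plate controls were A3A with DMSO for no effect and wells lacking A3A enzyme for full effect; some results filed as inactive read as strong as hits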
HKDC1 inh – HKDC1 hexokinase inhibitors, primary screen, biochemical, fluorescence, uHTS; 340,000 tested, 0.16% active; inhibition, % at 20 µM; Q2TB90; recombinant HKDC1, G6PDH/diaphorase resazurin coupled fluorescence; AID 493160, 2011;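 active = inhibition above about 35% when tested at 20 µM, limit read from the data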;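 note: plate controls were DMSO wells with enzyme for no effect and DMSO wells lacking enzyme for full effect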
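Material: recombinant HKDC1 hexokinase; Amount: HKDC1 at 5 µg/mL; Medium: Tris pH 8.0 buffer with MgCl2, Tween-20, BSA, BME; Schedule: 90 min reaction incubation at room temperature, dark; Technique: coupled resazurin fluorescence, excitation 525 nm, emission 613 nm.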
An asterisk follows results filed as active; / = not tested or not shown.

| A3A deaminase | ATG4B inh | PfGluPho inh | mIAP act | hIAP block | HKDC1 inh | hIAP act | mIAP block | canonical_smiles |
| --- | --- | --- | --- | --- | --- | --- | --- | --- |
| 1 | -10 | 9 | 2.5* | -10 | -4 | 1.1 | -155 | Cc1noc(C)c1NC(=O)N(C)C[C@H]1Oc2ccc(NC(=O)Nc3ccc(C(F)(F)F)cc3)cc2C(=O)N([C@H](C)CO)C[C@@H]1C |
| -2 | 4 | 32 | 0.93 | -49 | 5 | 1.5 | 7 | COc1ccc(-c2cc(-c3ccccc3O)[nH]n2)cc1 |
| 1 | -19 | 13 | 1.3 | 7 | 9 | 0.93 | -33 | C[C@H](CO)N1C[C@H](C)[C@@H](CN(C)S(=O)(=O)c2ccc(F)cc2)Oc2ccc(NC(=O)Nc3ccc(C(F)(F)F)cc3)cc2C1=O |
| -6 | -6 | 19 | 1.2 | -4 | 1 | 1 | -16 | CN(C)S(=O)(=O)c1ccc(NC(=O)CN2CCc3ccccc32)cc1 |
| 2 | 2 | -1 | 1 | -6 | -1 | 1.1 | -3 | Cn1c(Cc2ccccc2)nnc1SCc1nc2ccccc2c(=O)[nH]1 |
| -2 | -11 | -5 | 0.95 | -24 | -3 | 1.2 | 5 | CCn1c(CNc2ccc(C)cc2)nnc1SCC(N)=O |
| 4 | -3 | 12 | 1.1 | -2 | -12 | 1 | -14 | Cc1cc(N(CC(=O)NC2CC2)S(C)(=O)=O)ccc1Br |
| -2 | 15 | 12 | 0.85 | 18 | 1 | 0.82 | 15 | Cc1ccc(-c2cc(O)cc3sc(=O)oc23)cc1C |
| -3 | 10 | -6 | 0.88 | -12 | 0 | 1.1 | 12 | CCn1c(=O)c(C(=O)NNS(=O)(=O)c2ccc(NC(=O)OC)cc2)c(O)c2ccccc21 |
| 2 | 2 | 12 | 1.1 | -3 | 4 | 1 | -7 | CC1(C)Cc2ccccc2C2CC(O)C(=O)N21 (stereo not given) |
| -3 | -3 | 10 | 0.88 | 3 | -1 | 0.97 | 12 | Cc1ccc(C)c(-n2ccnc2SCC(=O)Nc2cccc(S(=O)(=O)NC3=NCCC3)c2)c1 |
| -2 | -11 | 14 | 1 | 17 | 1 | 0.83 | -4 | O=S(=O)([N-]c1nc2ccccc2nc1-[n+]1ccc(CCCc2ccccc2)cc1)c1cccs1 |
| 0 | 0 | -9 | 0.93 | 14 | 7 | 0.86 | 7 | CC12CS(=O)(=O)CC1SC(=S)N2c1ccccn1 (stereo not given) |
| -2 | 3 | 19 | 0.95 | 2 | -7 | 0.98 | 5 | CCOc1ccccc1NC(=S)Nc1ncccc1C |
| 0 | 0 | 14 | 0.98 | -8 | -7 | 1.1 | 2 | CC(C)c1nc2cc(C(=O)N3CCNC(=O)C3c3cccc(F)c3)ccc2o1 (stereo not given) |
| 3 | 7 | 13 | 1 | -16 | -3 | 1.2 | -1 | CCCSc1nc(N2CCCC2)c2c(c1C#N)CC(C)(C)OC2 |
| -3 | -2 | -10 | 0.99 | -6 | 1 | 1.1 | 1 | CCC1(C)Cc2sc3c(=O)[nH]c(=S)[nH]c3c2CO1 (stereo not given) |
| 2 | 11 | 6 | 0.98 | -9 | -3 | 1.1 | 2 | CCC1Oc2ccccc2N(CC(=O)NCCN2CCCC2)C1=O (stereo not given) |
| 1 | -26 | 5 | 0.96 | -22 | -6 | 1.2 | 4 | COc1ccc(C(=O)Nc2cccc(/C(C)=N/NC(=O)c3ccc([N+](=O)[O-])c(C)c3)c2)cc1OC |
| 1 | -5 | 11 | 0.96 | 12 | 6 | 0.88 | 4 | Cc1noc(C)c1COC(=O)Cc1ccc(Cl)cc1 |
| -2 | -1 | 16 | 1 | 4 | -9 | 0.96 | 0 | COC(=O)c1ccccc1N(C)S(=O)(=O)c1cc2c(cc1C)OCC(=O)N2 |
| -5 | -3 | 10 | 0.94 | 6 | -13 | 0.94 | 6 | Cn1nnnc1SCC(=O)N(C1CCCCC1)C1CCS(=O)(=O)C1 (stereo not given) |
| -4 | -3 | -7 | 1.1 | -21 | -4 | 1.2 | -14 | COc1ccc(NC(=O)Nc2ccncc2)c(OC)c1 |
| -5 | -16 | 4 | 0.9 | 8 | 0 | 0.92 | 10 | COc1ccc(OCC(=O)N2CCN(C(=O)c3ccc([N+](=O)[O-])cc3)CC2)cc1 |
| -3 | -2 | -27 | 0.93 | 0 | 8 | 1 | 7 | Cc1ccc(S(=O)(=O)Nc2nc(C)cc(-n3nc(C)cc3C)n2)cc1 |
| -3 | 1 | -10 | 0.92 | -10 | -4 | 1.1 | 8 | Cc1ccc(C(=O)N(C)Cc2nc3ccccc3c(=O)[nH]2)cc1NC(=O)c1ccco1 |
| 2 | 1 | 2 | 0.91 | 7 | -6 | 0.93 | 9 | CCOc1cc(NC(=S)NCC2CCCO2)c(OCC)cc1NC(=O)c1ccc(C)cc1 (stereo not given) |
| 7 | -2 | 16 | 0.89 | 6 | -2 | 0.94 | 11 | COc1ccc(/C=C/CN2CCCC(C(=O)c3ccc(OC)c(F)c3)C2)cc1 (stereo not given) |
| 5 | / | / | 0.93 | 0 | / | 1 | 7 | CCn1c(SCC(=O)N2CCOCC2)nc2oc3c(Cl)cc(Cl)cc3c(=O)c2c1=O |
| 0 | 0 | 11 | 0.85 | 20 | 4 | 0.8 | 15 | COC(=O)c1cc(=O)n(Cc2ccc(F)cc2)c(=Nc2ccccc2)s1 |
| -2 | -1 | -7 | 1 | 6 | -1 | 0.94 | -3 | CCOC(=O)N1CCN(c2c(N3CCN(c4ccccn4)CC3)c(=O)c2=O)CC1 |
| -3 | -10 | 12 | 1.1 | 1 | -6 | 0.99 | -6 | COc1ccc(C(C)=O)cc1COc1ccc(-n2cnnn2)cc1 |
| 3 | -9 | 3 | 0.66 | 16 | 8 | 0.84 | 34 | O=c1[nH]c(S)c(/C=C2\C=Nc3ccccc32)s1 |
| -2 | -1 | -7 | 1 | 2 | -4 | 0.98 | -2 | O=C(COC(=O)/C=C/c1ccc(S(=O)(=O)N2CCOCC2)cc1)NC1CCCCCCC1 |
| -4 | 2 | -13 | 0.98 | -10 | -6 | 1.1 | 2 | Cc1ccc(C(=O)CSc2ccccc2C(=O)O)cc1 |
| -4 | -11 | 1 | 0.84 | 10 | 4 | 0.9 | 16 | Oc1ccc(-c2csc(-c3ccccc3)n2)cc1O |
| -4 | -1 | 10 | 0.97 | -8 | -2 | 1.1 | 3 | CC1CCc2c(sc(NC(=O)C3=COCCO3)c2C(N)=O)C1 (stereo not given) |
| 3 | -1 | 3 | 1 | 5 | -3 | 0.95 | -2 | CCOc1nc(C)nc(NC(=O)NS(=O)(=O)c2ccccc2Cl)n1 |
| -4 | -4 | 1 | 1 | -23 | 5 | 1.2 | 0 | Cn1cccc1C(=O)NC1CCCCC1 |
| 2 | 3 | 5 | 1.1 | -4 | -5 | 1 | -8 | CC(=O)c1cccc(NC(=O)N2C3CCC2CC(NC(=O)C2CC2)C3)c1 (stereo not given) |
| -2 | 26 | -25 | 1.1 | -19 | -3 | 1.2 | -6 | Cc1cc(CN2CCC(n3nccc3NC(=O)c3ccccc3C)CC2)n[nH]1 |
| -4 | 5 | 0 | 0.9 | 18 | -7 | 0.82 | 10 | CC1CCN(CCCCOc2ccccc2-c2ccccc2)CC1 |
| 8 | 2 | 4 | 0.99 | -6 | 6 | 1.1 | 1 | O=[N+]([O-])c1cccc2c(S(=O)(=O)N3CCOCC3)cccc12 |
| -3 | -18 | 18 | 1.1 | -12 | -10 | 1.1 | -13 | O=C(NCCCCCCNC(=O)c1cccs1)c1cccs1 |
| -8 | 0 | 31 | 1.1 | -1 | 14 | 1 | -14 | Cc1ccc(Nc2nnc(SCC(=O)NC(Cc3c[nH]c4ccccc34)C(=O)O)s2)cc1 (stereo not given) |
| -4 | -6 | -19 | 1.1 | -7 | 1 | 1.1 | -11 | Cc1ccc(Cn2c(=O)c3c(ncn3C)n(C)c2=O)cc1 |
| 1 | -7 | -3 | 1.1 | -17 | 0 | 1.2 | -6 | CC(=O)c1cccc(N(C(=O)Cn2nnc3ccccc32)C(C(=O)NCC2CCCO2)c2ccc(N3CCOCC3)cc2)c1 (stereo not given) |
| 1 | -5 | 7 | 1.1 | 3 | 6 | 0.97 | -7 | O=c1[nH]c(=O)n(CCO)c2nnn(Cc3ccccc3)c12 |
| -2 | -5 | 4 | 1 | 24 | -3 | 0.76 | -2 | O=C(CCc1ccccc1Cl)N1CCN(S(=O)(=O)c2ccccc2)CC1 |
| -3 | 7 | 0 | 1.1 | 4 | -3 | 0.96 | -9 | COc1ccc2c(c1)[C@H]1[C@H](CO2)[C@H](c2ccccc2)[C@]2(C)C(=O)N(Cc3ccc(C)cc3)CC(=O)N12 |
| -4 | -1 | -14 | 1 | -2 | 3 | 1 | -2 | CCCNC(=O)C(=O)Nc1cc2c3c(c1)CCC(=O)N3CCC2 |
| -1 | 7 | 11 | 1 | 12 | 2 | 0.88 | -2 | c1ccc(CSc2snnc2-c2ccccc2)cc1 |
| -6 | -8 | 8 | 0.94 | 0 | 1 | 1 | 6 | Cc1ccccc1N1C(=O)C(Cl)=C(N2CCN(c3ccccc3)CC2)C1=O |
| -2 | 2 | -12 | 1.3 | -4 | 0 | 1 | -25 | O=C(Nc1ccc(O)cc1)/C(=C\c1cccs1)NC(=O)c1ccccc1 |
| 6 | -2 | -12 | 0.99 | -12 | -10 | 1.1 | 1 | COc1cc(CNc2ccc(S(N)(=O)=O)cc2)ccc1OCC(=O)NC1CCCCC1 |
| -1 | -1 | -5 | 0.99 | -2 | -3 | 1 | 1 | O=C(Nc1cc(S(=O)(=O)N2CCCCCC2)ccc1OCC(F)(F)F)c1cnccn1 |
| -4 | -7 | 33 | 0.96 | 16 | 6 | 0.84 | 4 | CC(C)(C)c1ccc(CSc2ccc(S(=O)(=O)N3CCOCC3)cn2)cc1 |
| 4 | -3 | -22 | 0.98 | -5 | -13 | 1.1 | 2 | CCN(CC)CCN(C(=O)c1ccc([N+](=O)[O-])cc1)c1nc2c(OC)cccc2s1 |
| 2 | 1 | 4 | 0.98 | 27 | 5 | 0.73 | 2 | Cc1ccc(CCNS(=O)(=O)c2ccc3c(c2)C(C)(C)C(=O)N3C)cc1 |
| -6 | -3 | 1 | 0.97 | 0 | 3 | 1 | 3 | Cc1cc(Cl)ccc1OCC(=O)N1CC(C)CC(C)C1 (stereo not given) |

Profiles, looked up by structure. Screens in order: A3A deaminase	ATG4B inh	PfGluPho inh	mIAP act	hIAP block	HKDC1 inh	hIAP act	mIAP block
Cc1cc(Cl)ccc1OCC(=O)N1CC(C)CC(C)C1 (stereo not given) in the list: -6	-3	1	0.97	0	3	1	3
COc1ccc2c(c1)[C@H]1[C@H](CO2)[C@H](c2ccccc2)[C@]2(C)C(=O)N(Cc3ccc(C)cc3)CC(=O)N12 in the list: -3	7	0	1.1	4	-3	0.96	-9
Cc1cc(CN2CCC(n3nccc3NC(=O)c3ccccc3C)CC2)n[nH]1 in the list: -2	26	-25	1.1	-19	-3	1.2	-6
COc1cc(CNc2ccc(S(N)(=O)=O)cc2)ccc1OCC(=O)NC1CCCCC1 in the list: 6	-2	-12	0.99	-12	-10	1.1	1

From PubChem
